Screens as filed in PubChem BioAssay.
NPY-Y2 PAM-ag: potentiates or activates human NPY-Y2 receptor; 0.45% of 220,000 active; AID 1359; activation, % at 3.6 µM; cells expressing NPY-Y2, potentiator/agonist read-out; P49146; in the data active means activation above about 27%;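 further: cells stimulated with NPY near EC25 plus isoproterenol at EC100; 0% = vehicle plus submaximal agonist and 100% = vehicle plus saturating agonist; some results beyond the cut were filed as inactive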
NPY-Y1 antag: blocks the human neuropeptide Y Y1 receptor. HEK293-CNG Y1 cells, membrane potential fluorescence; NPY at EC95, then isoproterenol. inhibition, % at 3.6 µM. 1% of 200,000 active. AID 1040;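 active means inhibition above the campaign mean inhibition of all tested compounds plus 3 SD, cut at about 20% in these data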;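 further: 0% = DMSO wells given NPY plus isoproterenol and 100% = isoproterenol alone without NPY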
Target sequence (P25929 whole entry, looked up): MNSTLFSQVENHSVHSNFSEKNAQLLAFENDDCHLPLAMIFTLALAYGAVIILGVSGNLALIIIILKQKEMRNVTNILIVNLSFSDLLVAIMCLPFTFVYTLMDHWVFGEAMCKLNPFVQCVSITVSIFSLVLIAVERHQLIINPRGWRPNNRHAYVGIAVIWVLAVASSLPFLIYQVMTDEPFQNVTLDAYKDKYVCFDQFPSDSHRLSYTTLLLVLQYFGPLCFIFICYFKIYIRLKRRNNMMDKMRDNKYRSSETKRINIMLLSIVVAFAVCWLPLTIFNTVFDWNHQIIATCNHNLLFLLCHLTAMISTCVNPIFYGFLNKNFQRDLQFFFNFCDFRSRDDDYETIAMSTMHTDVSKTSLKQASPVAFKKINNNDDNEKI
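Material: HEK293 Y1/CNG channel cell line; also added: NPY (25 nM), isoproterenol (1 µM), Ro 20-1724 (25 µM); doses: one concentration, 3.6 µM, in 0.4% DMSO; schedule: compound incubation 1 h at room temperature, readout 45 min post-stimulation; technique: membrane potential fluorescence; measure: fluorescence ratio normalized to % inhibition between controls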
TRPML3 agonist: human mucolipin-3 channel agonism; 0.29% of 220,000 active; activation, % at 3 µM; HEK293 TRPML3-YFP, Fluo-8 calcium fluorescence; 100% = the carbachol control signal; Q8TDD5;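 active means activation above its plate's cutoff, the mean activation of the plate's test wells plus 3 SD, cut at about 12% in these data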;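 further: 0% = DMSO only wells and 100% = carbachol wells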
Target sequence (Q8TDD5 whole entry, looked up): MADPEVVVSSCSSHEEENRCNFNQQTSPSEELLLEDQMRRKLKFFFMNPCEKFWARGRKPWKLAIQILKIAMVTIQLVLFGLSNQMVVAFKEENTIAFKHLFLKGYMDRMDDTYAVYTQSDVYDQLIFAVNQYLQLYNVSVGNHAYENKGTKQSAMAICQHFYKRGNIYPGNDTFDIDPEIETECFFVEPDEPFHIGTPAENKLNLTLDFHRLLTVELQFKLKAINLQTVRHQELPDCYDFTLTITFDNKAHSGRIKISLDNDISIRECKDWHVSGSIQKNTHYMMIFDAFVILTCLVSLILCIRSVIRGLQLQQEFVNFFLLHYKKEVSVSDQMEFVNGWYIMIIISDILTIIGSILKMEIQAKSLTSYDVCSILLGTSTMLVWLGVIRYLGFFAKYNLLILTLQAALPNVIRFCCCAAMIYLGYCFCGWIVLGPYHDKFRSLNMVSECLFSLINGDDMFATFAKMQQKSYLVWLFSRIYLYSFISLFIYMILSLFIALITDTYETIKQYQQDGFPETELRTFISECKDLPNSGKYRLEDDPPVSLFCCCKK
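Material: HEK293 cells stably carrying human TRPML3-YFP; compound dosing: single dose, 3 µM final nominal compound, 0.3% DMSO final; incubation: 1-h 37 °C dye load, 5-s basal, 120-s post-compound reads; technique: Fluo-8 intracellular calcium fluorescence, excitation 470-495 nm, emission 515-575 nm; read-out basis: percent activation from peak-to-basal fluorescence ratio, scaled between DMSO and carbachol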
S1P4 antagonist: blocks the human S1P4 receptor; O95977; S1P4-expressing cells, antagonist mode, reporter read-out; inhibition, % at 4.98 µM; 0.26% of 220,000 active; in the data active means inhibition above about 29%;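 further: 0% = wells stimulated with agonist and 100% = vehicle wells without agonist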
TRPN1 ag: zebrafish TRPN1 (NompC) channel agonism; activation, % at 3 µM; 0.18% of 220,000 active; HEK293 zebrafish TRPN1-YFP, Fluo-8 calcium fluorescence; 100% = response to 87 µM carbachol;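 active means activation above its plate's cutoff, the mean activation of test wells on that plate plus 3 SD, cut at about 19% in these data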;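 further: 0% = DMSO alone and 100% = 87 µM carbachol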
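Control set: carbachol 87 µM as high control, DMSO as low control; system: HEK293 stable line with zebrafish TRPN1-YFP; read-out: % activation versus carbachol response; detection: intracellular calcium fluorescence with Fluo-8; doses: single test compound dose, 3 µM nominal, 0.3% DMSO; schedule: dye 1 h 37 °C plus 30 min RT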
EP2 mod: modulates human prostaglandin E2 receptor EP2 signaling; P43116; EP2-expressing cells, cAMP HTRF FRET, PGE2 co-stimulation; induction, % at 25 µM; 0.83% of 260,000 active; AID 940;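 active means compounds whose cAMP rise, as percent of the full-agonist control response, exceeds 60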;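 further: rat C6 glioma line stably carrying human EP2 under a CMV promoter; the protocol text gives 20 µM as final concentration; 100% = response of wells given 1 µM PGE2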
S1P4 agonist: agonists of human S1P4 receptor | S1P4-expressing cell line, agonist reporter assay | activation, % at 4.98 µM | O95977 | 0.35% of 220,000 active; in the data active means activation above about 11%;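 further: 0% = DMSO vehicle and 100% = reference agonist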
NPY1 pot ag: potentiators or agonists of human neuropeptide Y receptor Y1. P25929. NPY-Y1 expressing cells, potentiator/agonist activation. activation, % at 3.6 µM. 0.37% of 220,000 active; in the data active means activation above about 33%, passing the limit was not always enough;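 further: cells stimulated with NPY at EC10 then isoproterenol at EC100; 0% = low agonist plus stimulus and 100% = saturating agonist plus stimulus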
CHOP inhibitor: blocks CHOP induction under ER stress. AID 2732. 3.8% of 220,000 active. CHO-K1 CHOP-promoter luciferase, tunicamycin-induced, 15-18 h. inhibition, % at 10 µM;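 active means compounds that reduced the stress-induced luciferase reporter signal by more than about 70% of percent inhibition, limit read from the data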;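 further: 0% = tunicamycin plus vehicle and 100% = wells without tunicamycin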
Numbers without * were called inactive; . = not tested or not shown; & = joins results of further samples.

SMILES | NPY-Y2 PAM-ag | NPY-Y1 antag | TRPML3 agonist | S1P4 antagonist | TRPN1 ag | EP2 mod | S1P4 agonist | NPY1 pot ag | CHOP inhibitor
Cc1ccc(S(=O)(=O)N2CCC(C(=O)N3CCC[C@H]3C(=O)NCc3ccco3)CC2)cc1 | 11 | 2 | 0.0 | -16 | -0.8 | -11 | 0.7 | 16 | 9
CCOC(=O)C(=NCC1CCCO1)NNc1ccccc1Cl (stereo not drawn) | -2 | . | 0.1 | 7 | -0.3 | 31 | -0.8 | 12 | 15
Cc1ccc2c(CSc3nncs3)cc(=O)oc2c1 | -3 | 0 | 0.1 | 15 | -0.3 | -12 | -0.3 | -20 | 12
Cc1nc2c(ccc3c2ccc2nc(C)sc23)s1 | 0 | 4 | 0.5 | -8 | 0.6 | -15 | 3.9 | -1 | 38
C=CCOCCN1C(=O)C2C3C=CC(C2C1=O)C1C2C(=O)N(CCOCC=C)C(=O)C2C31 (stereo not drawn) | -7 | -4 | 1.0 | -2 | 1.7 | 4 | -2.9 | -15 | -7
Cc1cc(Nc2cccc(C)c2C)n2ncnc2n1 | 8 | -2 | 0.7 | -10 | -1.5 | 38 | 1.0 | -26 | -9
O=C(COc1ccc(S(=O)(=O)NC2CCCCC2)cc1)N1CCN(c2ccc(F)cc2)CC1 | -19 | -2 | -0.4 | -4 | 1.1 | -1 | -0.4 | 6 | 58
O=C(Nc1cn(-c2ccccc2)nc1-c1ccc(Cl)cc1)c1ccccc1 | -8 | 7 | 0.7 | -2 | -1.3 | 19 | -0.2 | -62 | 4
O=C(CSc1nnc(Cn2c(=O)sc3ccccc32)n1-c1ccccc1)N1CCCC1 | 1 | 0 | 0.2 | -9 | 0.1 | 1 | 0.0 | 12 | 15
Cc1cc(C)cc(NC(=O)C(=O)NCC2CCCO2)c1 (stereo not drawn) | -7 | -3 | 0.7 | 1 | 0.4 | -6 | 1.0 | -10 | 22
CC(C)C(NC(=O)c1ccccc1)C(=O)NCc1ccccn1 (stereo not drawn) | -1 | 0 | 0.3 | -10 | 0.8 | 12 | -2.6 | -6 | 15
Oc1ccccc1-c1nc(NCC2CCCO2)c2ccccc2n1 (stereo not drawn) | 41* | -4 | 0.2 | -10 | 1.9 | 33 | -1.1 | 22 | 39
COc1ccc(-c2cc(-c3ccccc3)nc(N3CCCC3)n2)cc1OC | -1 | -1 | 0.5 | -42 | 0.5 | 64* | 0.0 | -10 | 29
O=C(CCC(=O)Nc1ccccc1)NNS(=O)(=O)c1ccccc1[N+](=O)[O-] | 8 | 2 | -0.5 | 4 | -0.4 | 6 | -0.1 | 8 | -7
CC1=C(C(=O)OCC2CCCO2)C(c2coc3ccccc3c2=O)C2=C(CC(C)(C)CC2=O)N1 (stereo not drawn) | -18 | 1 | 0.5 | -10 | 0.9 | -18 | -0.1 | 4 | 4
COc1ccc(NC(=O)CCCn2c(=O)c3sccc3n(Cc3ccc(C)cc3)c2=O)cc1 | 15 | 0 | -0.4 | -4 | -1.6 | 15 | 0.4 | -1 | 30
Cc1cc(C)c(C#N)c(SCc2ccccc2F)n1 | -17 | 7 | -0.1 | -5 | -0.1 | 56 | 0.2 | -3 | 24
Cc1ccc2sc(NC(=O)CN3C(=O)c4ccccc4C3=O)nc2c1C | 3 | 1 | 1.1 | 9 | 0.2 | -21 | 0.9 | 1 | 6
CN(NS(C)(=O)=O)c1c(C#N)c(C(F)(F)F)nn1C | -1 | -3 | 0.9 | -12 | 0.7 | 10 | 0.4 | 1 | 22
O=C(Nc1ccc2nn(-c3ccccc3)nc2c1)c1ccc2c(c1)OCCO2 | -13 | 16 | 1.0 | -10 | 2.0 | -13 | 0.0 | -22 | 9

Single records, from the list above. Screens in order: NPY-Y2 PAM-ag, NPY-Y1 antag, TRPML3 agonist, S1P4 antagonist, TRPN1 ag, EP2 mod, S1P4 agonist, NPY1 pot ag, CHOP inhibitor
O=C(Nc1cn(-c2ccccc2)nc1-c1ccc(Cl)cc1)c1ccccc1 as listed: -8, 7, 0.7, -2, -1.3, 19, -0.2, -62, 4
Cc1ccc2sc(NC(=O)CN3C(=O)c4ccccc4C3=O)nc2c1C as listed: 3, 1, 1.1, 9, 0.2, -21, 0.9, 1, 6
CN(NS(C)(=O)=O)c1c(C#N)c(C(F)(F)F)nn1C as listed: -1, -3, 0.9, -12, 0.7, 10, 0.4, 1, 22
Cc1cc(C)c(C#N)c(SCc2ccccc2F)n1 as listed: -17, 7, -0.1, -5, -0.1, 56, 0.2, -3, 24
O=C(CSc1nnc(Cn2c(=O)sc3ccccc32)n1-c1ccccc1)N1CCCC1 as listed: 1, 0, 0.2, -9, 0.1, 1, 0.0, 12, 15

Additional compounds:
SMILES | NPY-Y2 PAM-ag | NPY-Y1 antag | TRPML3 agonist | S1P4 antagonist | TRPN1 ag | EP2 mod | S1P4 agonist | NPY1 pot ag | CHOP inhibitor
COc1ccc(OCC(O)Cn2c(N)nc3c2c(=O)[nH]c(=O)n3C)cc1 (stereo not drawn) | -6 | . | 0.7 | 3 | 0.5 | -6 | -0.8 | 16 | 0
O=C(O)C1CC=CCC1C(=O)Nc1cccc(Cl)c1Cl (stereo not drawn) | -4 | 2 | 0.4 | 12 | 0.4 | 15 | 0.4 | -12 | -14
CCCc1cc(=O)[nH]c(SCC(=O)Nc2cc(C)on2)n1 | -4 | 0 | 0.1 | -11 | -0.2 | 30 | 2.5 | -1 | -36
N=c1c2c(n(Cc3ccc(F)cc3)c3c1CCC3)CCC2 | 1 | -1 | 0.8 | -6 | 0.7 | -10 | -2.2 | 2 | 4
Cc1cc(=O)n(C)c(=O)n1CCCCCOc1cccc([N+](=O)[O-])c1 | 6 | 3 | 0.2 | 8 | 4.4 | -21 | -1.5 | 19 | -25
COc1ccc(OC)c(-c2nnc(-c3ccc(C)o3)o2)c1 | -25 | -2 | -0.4 | 1 | 2.3 | 14 | 1.8 | -17 | 4
C/C(CC(C)C)=N/Nc1ccc([N+](=O)[O-])cc1[N+](=O)[O-] | -12 | . | -1.0 | -15 | -1.0 | -22 | 0.5 | -6 | 56
COc1ccccc1OCC#CCNC1CCCCC1C (stereo not drawn) | -1 | 11 | 0.8 | 1 | 0.1 | -13 | -0.4 | -1 | 23
CCOC(=O)c1nnsc1N | 6 | . | 0.3 | 5 | -0.3 | -13 | 0.6 | 3 | 5
O=C(CN1CC(c2ccccc2)CC1=O)OCc1cccc(Br)c1 (stereo not drawn) | -6 | 12 | -0.5 | 9 | -2.5 | 5 | -0.1 | -4 | 16
CCN(c1ccccc1)S(=O)(=O)c1ccc(N)cc1 | 12 | -1 | 0.4 | -2 | 0.7 | 22 | 1.5 | 10 | 1
CC(=O)C1C(c2ccccc2)c2c(n[nH]c2C)CC1(C)O (stereo not drawn) | -1 | 13 | 0.9 | -8 | 0.9 | 32 | 0.4 | -5 | 3
CC1CN(C(=O)c2ccccc2)c2ccccc2NC1=O (stereo not drawn) | 5 | 0 | 0.5 | -13 | 3.9 | 7 | 0.9 | -4 | -21
CCO[C@@H]1OC(C(=O)NCc2ccccc2)=C[C@H](c2coc3ccccc3c2=O)[C@H]1CCCO | 0 | -4 | -0.1 | 11 | 1.4 | -23 | -0.9 | 3 | -50
O=C(Nc1cccc(NC(=O)C2CCCO2)c1)c1ccco1 (stereo not drawn) | -7 | -2 | 0.8 | 2 | 2.2 | -9 | -2.0 | 14 | -4
COc1ccc(CNC(=O)/C=C/c2cc([N+](=O)[O-])ccc2OC(F)F)cc1 | -8 | 0 | 0.1 | -14 | -0.5 | -25 | 2.2 | -5 | -6
COc1ccc(C(=O)/C(C#N)=N/Nc2cccc([N+](=O)[O-])c2)cc1 | -5 | 26* | 9.5 | -29 | 19 | -40 | 1.8 | -15 | 16
Cc1ccc(C(=O)Nc2nc(C(C)(C)C)cs2)s1 | 22 | 1 | 0.2 | -11 | 0.1 | -32 | -0.8 | 5 | 77*
Cc1ccccc1CSCC(=O)c1c(N)n(CC(C)C)c(=O)n(C)c1=O | -2 | 2 | 0.5 | -18 | 2.5 | -13 | 0.5 | 9 | 81*
COc1ccc(NC(=O)CN2CCN(c3ccc(F)cc3)CC2)cc1Cl | -14 | 8 | 1.1 | -10 | -0.6 | -9 | -3.1 | -15 | 9
COc1ccc(CN2CCN(S(=O)(=O)c3ccc(F)cc3)CC2)c(OC)c1OC | 2 | 2 | 0.3 | -7 | -0.8 | -10 | 3.1 | -8 | 10
CCOC(=O)N1CCN(C(=O)c2ccc(-n3c(C)ccc3C)cc2)CC1 | 6 | 3 | 0.4 | 8 | 4.3 | 9 | -1.0 | 10 | 2
CCOC(=O)c1nn(-c2ccc(C)cc2)c(C)c1C(C)=O | -7 | -3 | -0.9 | 5 | -1.3 | 4 | -3.0 | -26 | -5
CCc1ccc(N2C(=O)CC(N3CCC(C(=O)OC)CC3)C2=O)cc1 (stereo not drawn) | -3 | 2 | -0.3 | -2 | 0.3 | 11 | -1.0 | -5 | -1
C[C@]12C[C@H](O)[C@H]3[C@@H](CCC4=CC(=O)CC[C@@]43C)[C@@H]1CC[C@@H]2C(=O)CO | 14 | -3 | 1.0 | -7 | 1.3 | 21&23 | 0.5 | 18 | 36&1
Cc1ccc(CNC(=O)Cc2ccc(-n3c(=O)[nH]c4ccsc4c3=O)cc2)cc1 | -3 | 1 | 0.8 | 5 | 0.1 | 20 | 0.6 | 3 | 23
O=C(Cn1cnc2ccccc2c1=O)N(Cc1ccco1)c1ccc(O)cc1 | -6 | -2 | 0.8 | -4 | 0.2 | 0 | -0.2 | -16 | -13
COC(=O)c1sc(SC)c(S(=O)(=O)C(C)C)c1N | -2 | . | 0.7 | -7 | 2.0 | -6 | 0.7 | -3 | -1
NS(=O)(=O)c1ccc(NC(=S)Nc2ccn(Cc3cccc4ccccc34)n2)cc1 | 24 | -10 | -0.3 | 2 | -1.5 | -17 | -0.9 | 14 | 44
O=C(O)C(Cc1ccccc1)N1C(=O)c2cccc3cccc(c23)C1=O (stereo not drawn) | -16 | 11 | 1.1 | -5 | 1.9 | 8 | 0.0 | -8 | 16
COc1ccccc1CNC(=O)C1CC(=O)N(c2ccc(C)c(C)c2)C1 (stereo not drawn) | -11 | -3 | -0.4 | -9 | -0.2 | -25 | -0.2 | -28 | 25
O=C(O)C1(P(=O)(c2ccccc2)c2ccccc2)CCCC1 | -2 | . | 0.0 | -5 | 0.7 | -14 | 0.0 | -3 | 15

Rows were taken by chance. About 6.5% of those tested had a hit in this group.
